Bioassay records from PubChem.
Pin1 inh: inhibitors of human Pin1; Q13526; Pin1 FP peptide displacement, HiFluor488, 10 min; Potency, µM (top dose mostly 115 µM), for inactives: at the top dose activity, negative = inhibition, most hits filed as inhibitors; hit rate 0.009% among 390,000; AID 504891; active = well fitted inhibition curve with a large enough effect in the polarisation, with a control signal flat, not every such curve was filed as active; inconclusive = small, poorly fitted or top-dose-only effect, or effect the other way, or a change in a side signal; inactive = no such curve, though single readings can be large or run the other way; the % refers to the polarisation; also: potency is read from the fitted curve at half-maximal effect; % is scaled to controls: 0 for no effect and ±100 for the full control effect
mIDH1 inhibitor: inhibitors of human mutant IDH1 R132H; IDH1-R132H enzyme, NADPH consumption, diaphorase/resazurin fluorescence; Potency, µM (titrated, usually from 76.6 µM), without a hit: top-dose activity change, negative = inhibition, usual class: inhibitors; hit rate 0.093% among 390,000; also: potency is read from the fitted curve at half-maximal effect; % is scaled to controls: 0 for no effect and ±100 for the full control effect; nearly all actives have a fitted effect of over 65% in size
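IDH1-R132H (0.5 ug/mL) preincubated 30 min with compound, then NADPH (0.016 mM) and alpha-KG (2 mM) added; 80 min at RT, pH 7.5. Remaining NADPH coupled via diaphorase/resazurin to fluorescence (540/590 nm); concentration-response curves normalized to no-enzyme control.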
USP1-UAF1 inh: inhibitors of human USP1/UAF1 deubiquitinase; recombinant USP1/UAF1, Ub-Rhodamine cleavage fluorescence; Potency, µM (highest dose often 57.1 µM), for inactives: at the top dose activity change, negative = inhibition, most hits filed as inhibitors; hit rate 0.23% among 390,000; also: potency is read from the fitted curve at half-maximal effect; % is scaled to controls: 0 for no effect and ±100 for the full control effect; nearly all actives have a fitted effect of over 60% in size; inactives centre near -12
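USP1/UAF1 complex (1 nM) preincubated 15 min at room temperature with compound, then Ub-Rho substrate (150 nM final) added. Kinetic fluorescence at 480/540 nm over 6 reads at 60 s intervals; 50 mM HEPES pH 7.8, 0.5 mM EDTA, 0.1 mg/ml BSA, 1 mM TCEP, 0.01% Tween-20.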
D2 antag: antagonists of human D2 dopamine receptor | P14416 | HEK293 TREx D2 cells, calcium flux, dopamine EC80 | inhibition, % at 10 µM | hit rate 2% among 340,000 | AID 485344; in the data active = inhibition above about 30%; also: 0% is about no effect
Target sequence (P14416 whole entry, looked up): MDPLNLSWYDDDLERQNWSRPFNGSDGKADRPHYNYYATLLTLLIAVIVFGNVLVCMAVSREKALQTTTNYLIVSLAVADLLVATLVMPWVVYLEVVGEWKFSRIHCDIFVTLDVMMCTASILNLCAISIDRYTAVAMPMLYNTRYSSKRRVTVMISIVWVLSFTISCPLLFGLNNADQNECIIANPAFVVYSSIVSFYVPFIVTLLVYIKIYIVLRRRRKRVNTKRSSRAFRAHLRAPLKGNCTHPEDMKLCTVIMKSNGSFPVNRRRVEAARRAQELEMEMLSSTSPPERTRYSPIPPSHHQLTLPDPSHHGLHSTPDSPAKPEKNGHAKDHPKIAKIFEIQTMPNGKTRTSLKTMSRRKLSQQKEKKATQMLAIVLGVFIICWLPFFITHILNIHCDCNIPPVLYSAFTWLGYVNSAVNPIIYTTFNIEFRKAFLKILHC
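Tetracycline-induced HEK293 TREx cells expressing D2 receptor forced-coupled to calcium signalling, loaded with no-wash calcium dye. Compounds added and calcium flux read 180 s, then dopamine added at EC80 and read a further 180 s.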
rTrxR1 inhibitor: blocks rat thioredoxin reductase 1. O89049. recombinant rTrxR1, NADPH fluorescence consumption, selenite substrate. Potency, µM (highest dose often 114 µM), inactives show top-dose activity change, negative = inhibition, usual class: inhibitors. hit rate 1% among 390,000; also: potency is read from the fitted curve at half-maximal effect; % is scaled to controls: 0 for no effect and ±100 for the full control effect; nearly all actives have a fitted effect of over 65% in size
Target sequence (O89049 whole entry, looked up): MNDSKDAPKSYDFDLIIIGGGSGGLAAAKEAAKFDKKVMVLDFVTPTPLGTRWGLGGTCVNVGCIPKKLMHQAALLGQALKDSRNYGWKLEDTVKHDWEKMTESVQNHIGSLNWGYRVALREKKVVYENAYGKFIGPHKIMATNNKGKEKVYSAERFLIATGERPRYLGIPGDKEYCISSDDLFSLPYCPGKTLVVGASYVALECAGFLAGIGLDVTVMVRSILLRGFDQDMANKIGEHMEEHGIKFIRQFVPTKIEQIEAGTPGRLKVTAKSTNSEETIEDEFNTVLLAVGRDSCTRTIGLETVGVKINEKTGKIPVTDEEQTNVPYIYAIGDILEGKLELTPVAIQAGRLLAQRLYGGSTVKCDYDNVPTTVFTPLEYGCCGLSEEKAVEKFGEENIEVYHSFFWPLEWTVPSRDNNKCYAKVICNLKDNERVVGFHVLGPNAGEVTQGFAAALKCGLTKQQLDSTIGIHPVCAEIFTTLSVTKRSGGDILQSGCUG
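Rat TrxR1 (90 nM in the dispensed reagent) was pre-reduced with 400 uM NADPH for 5 min at room temperature, then incubated with compound for 15 min. After 400 uM selenite was added, NADPH fluorescence (Ex 340/Em 450 nm) was followed for 8 min.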
D2 agonist: agonists of human D2 dopamine receptor. HEK293 T-REx D2 cells, calcium flux agonist mode. AID 485358. activation, % at 2 µM. hit rate 0.53% among 340,000. P14416;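 active = activation over 3 SD above normal in the single-dose calcium agonist read, cut at about 30% in these data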; also: 0% is about no effect
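Agonism scored from kinetic calcium signal (1 read/sec, 180 s) following compound pin transfer, after a 10 s baseline. Cells: HEK293 Trex line expressing inducible D2 receptor coupled to calcium, dye-loaded after overnight culture at 30 C.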
TrxR1 substrate: is turned over as a substrate by rat TrxR1; O89049; purified TrxR1 substrate turnover, NADPH consumption readout; Potency, µM (series often up to 114 µM), inactives show top-dose activity change, negative = substrate turnover; hit rate 0.01% among 390,000; AID 588456; also: potency is read from the fitted curve at half-maximal effect; % is scaled to controls: 0 for no effect and ±100 for the full control effect; nearly all actives have a fitted effect of over 50% in size
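Rat TrxR1, dispensed at 90 nM, was prereduced with 400 uM NADPH (final) for 5 min at ~22 deg C, then incubated with compound 15 min before 400 uM selenite. A first-read NADPH fluorescence drop versus no-compound background flagged substrates.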
TRHR PAM: allosterically enhances the human TRH receptor. P34981. TRHR cells, fluo-8 calcium fluorescence, EC20 TRH enhancement. enhancement, % at 2 µM. hit rate 0.66% among 360,000; in the data active = enhancement above about 30%; also: 0% is about no effect
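TRHR-expressing cells loaded with fluo-8 calcium dye were read kinetically (ex 480/em 530) during compound addition, then stimulated with an EC20 of TRH (10 nM final). Enhancement of the Gq-mediated intracellular calcium response was scored.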
TRHR agonist: activates the human TRH receptor; AID 493084; P34981; TRHR cells, calcium flux fluo-8, FDSS agonist mode; hit rate 0.18% among 360,000; activation, % at 2 µM; in the data active = activation above about 30%; also: 0% is about no effect
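TRHR-expressing cells, plated overnight in medium with 10% serum, were loaded with fluo-8 calcium dye at room temperature. After a 10 s baseline, library compound was pin-added and calcium release was recorded kinetically (ex 480/em 530) as agonist response.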
Active calls of the source: *; ? = inconclusive; · = not tested or not shown; [ ] = dose if it differs, or a comment. Unless noted, calls follow the shape of the dose curve; as a rule, active = well fitted inhibition curve with a large enough effect; inconclusive = small, poorly fitted or top-dose-only effect; inactive = no such curve, though single readings can be large or run the other way. A portion of the library, so the mix of outcomes need not match the whole.

SMILES	Pin1 inh	mIDH1 inhibitor	USP1-UAF1 inh	D2 antag	rTrxR1 inhibitor	D2 agonist	TrxR1 substrate	TRHR PAM	TRHR agonist
Cc1cc(S(=O)(=O)N2CCOCC2)ccc1OCC(=O)N1CCC(C(N)=O)CC1	-1%	-2%	2%	-13	10%	-0.1	3%	6	-0.7
COc1ccc(-n2cc(-c3ccccc3)c3c(NCCOCCO)ncnc32)cc1	-3%	-9%	-18%	10	-7%	-0.7	2%	-1	-1.2
COc1ccc(NC(=O)N(C)C[C@H]2Oc3ccc(NC(=O)C4CC4)cc3CC(=O)N([C@@H](C)CO)C[C@@H]2C)cc1	-5%	26%	-5%	·	8%	·	5%	·	·
COc1ccc(CCNC(=O)C(=O)NCC2CCCN2S(=O)(=O)c2ccccc2)cc1 (configuration not stated)	8%	3%	-5%	-9	2%[57.1 µM]	-0.4	4%[57.1 µM]	8	-0.6
O=S(=O)(c1cccs1)N1CN(C2CCCC2)c2nc3ccccc3nc21	0%	-3%	-6%	-4	3%	1.3	4%	-1	0.2
O=S(=O)(c1cccs1)N1CN(CC2CCCO2)c2nc3ccccc3nc21 (configuration not stated)	1%	1%	2%	-1	?	-0.1	5%[57.1 µM]	-4	-0.1
C[C@H](CO)N1C[C@H](C)[C@@H](CN(C)C(=O)NC2CCCCC2)Oc2ccc(NC(=O)C3CCCCC3)cc2C1=O	-3%	8%	-19%	·	5%	·	3%	·	·
Fc1cc2ncn(Cc3ccccc3)c2cc1F	-10%	10%	-16%	-16	3%	-0.7	0%	-5	-0.3
CC(C)c1ccc(NC(=O)c2ccc(=O)n(Cc3ccccc3)c2)cc1	3%	35%	-26%	·	4%[57.1 µM]	0.1	-1%[57.1 µM]	3	-0.1
COc1ccccc1NC(=S)NCCc1ccc(OC)c(OC)c1	?	8%	-15%	8	9%[57.1 µM]	-0.1	-21%[57.1 µM]	-4	0.2
COC(=O)c1cc(NC(=O)/C=C/c2ccc3c(c2)OCO3)cc(C(=O)OC)c1	1%	-3%	-13%	12	-8%	-0.4	67%[activator]	-3	0.1
Cc1ccc(S(=O)(=O)N2CCN(C(=O)c3n[nH]c(=O)c4ccccc34)CC2)cc1	-1%	21%	-14%	-1	1%	-0.9	-2%	8	-0.5
CCCC1CCC(=NNC(=S)NCCc2ccccc2)CC1 (configuration not stated)	-4%	1%	-20%	·	0%[57.1 µM]	·	-18%[57.1 µM]	0	1.1
Cc1ccc(NC(=O)COc2ccccc2C(=O)NCc2ccccc2)cc1	0%	0%	-19%	7	19%	0.1	7%	-4	0.8
Cc1ccc(SCc2c(C(=O)N/N=C/c3ccc4c(c3)OCO4)nnn2-c2nonc2N)cc1	-9%	4%	-16%	5	30%[57.1 µM]	-0.3	10%[57.1 µM]	9	0.3
Cc1sc(=NC(=O)c2ccco2)n(C)c1-c1ccc(F)cc1	4%	0%	-23%	-3	9%	7.4	11%	6	0.5
COc1ccc(-n2ncc(C(=O)NCc3ccccc3)c2C2CCN(C(=O)OC(C)(C)C)CC2)cc1	-14%	-1%	?	·	3%	0.4	-10%	23	0.5
O=C(CN1CCN(c2ccccc2)CC1)N1CCN(c2ccccc2)CC1	-11%	1%	-4%	-4	-16%	47*	-4%	0	1.0
COc1ccccc1CNC(=O)c1cc(S(=O)(=O)N2CCCCCC2)cn1C	-4%	12%	-21%	·	17%[57.1 µM]	-0.3	3%[57.1 µM]	-3	-0.4
Cc1noc(C)c1NC(=O)N(C)C[C@H]1Oc2c(NC(=O)C3CCCCC3)cccc2C(=O)N([C@H](C)CO)C[C@@H]1C	-1%	-8%	-15%	·	-10%	·	-2%	·	·
CC(Oc1ccc(Cl)cc1Cl)c1nc(-c2ccc(NC(=O)c3ccncc3)cc2)no1 (configuration not stated)	19%	5%	-6%	-11	17%	0.4	7%	-4	-0.4
Cc1ccc(Nc2ncnc3sc4c(c23)CCC(C)C4)cc1C (configuration not stated)	-1%	4%	-29%	·	11%	0.0	6%	-4	0.7
CCOc1ccc(CN2CCN(Cc3[nH]c4ccccc4c3C)CC2CCO)cc1 (configuration not stated)	1%	14%	-20%	-9	6%	0.7	3%	19	2.2
Cn1ccnc1C(=O)c1cccc([N+](=O)[O-])c1	7%	4%	-17%	-6	-16%	1.2	-7%	2	0.4
Cc1ccc(S(=O)(=O)c2c(C)cc(C)nc2Cl)c(C)c1	-4%	20%	-10%	-31	7%	-0.7	-3%	-2	0.4
CN(C)C(/C=C/Nc1ccc(F)cc1F)=C(C#N)C#N	0%	0%	-12%	16	13%	0.2	10%	3	-0.2
COc1cccc(CNC(=O)C(NS(=O)(=O)c2ccc3c(c2)oc(=O)n3C)C(C)C)c1 (configuration not stated)	16%	1%	-22%	·	16%	-0.9	2%	1	-0.2
O=C(O)c1ccccc1C=NN=C1c2ccccc2-c2ccccc21	?	0%	-7%	·	-1%[11.4 µM]	·	6%[57.1 µM]	·	·
COC(=O)CN1C(=O)N/C(=C/c2cc3c(cc2OC)OCO3)C1=O	-5%	3%	-12%	29	19%[57.1 µM]	-0.3	5%[57.1 µM]	6	-0.7
O=C(O)c1cccnc1SC1CC(=O)N(c2ccccc2)C1=O (configuration not stated)	-6%	-13%	-15%	-11	12%	0.9	1%	2	0.2
CCc1c(C)sc(NC(=O)c2cc(C3CC3)on2)c1C#N	-3%	3%	-3%	6	5%[57.1 µM]	-0.1	6%[57.1 µM]	5	0.5
COc1cccc(NC(=O)Cn2c(=O)n(CCc3ccc(OC)c(OC)c3)c(=O)c3ccccc32)c1	19%	-6%	-9%	·	4%	-0.3	-13%	-3	0.2
CCOC(=O)c1ccc(Nc2c(CC)c(C)nc3ncnn23)cc1	6%	-5%	-8%	-7	-6%	-0.6	-3%	-3	0.2
CCc1nn(CC(=O)NCCCN(CC)Cc2ccccc2)c(=O)c2cc3sccc3n12	-1%	2%	?	·	19%	·	11%	3	-0.3
O=C(Cn1cc(S(=O)(=O)Cc2ccccc2Cl)c2ccccc21)NCc1ccccc1Cl	34%[activator]	-10%	?	·	20%	2.0	-8%	24	1.5
CCOc1ccc(C(=O)NNC(=O)CN2C(=O)NC3(CCCC3)C2=O)cc1	4%	0%	-18%	42*	14%	0.3	4%	7	2.3
O=C(COc1ccccc1)Nc1ccc2c(c1)nc1n2CCSC1	15%	3%	-23%	18	-8%	0.5	-2%	3	0.0
Cc1ccc(S(=O)(=O)N2CCN(Cc3nnc(-c4c(-c5ccccc5)noc4C)o3)CC2)cc1	-7%	-4%	-3%	-22	4%	-3.1	-8%	7	-0.1
CCCN1Cc2cccc(C(=O)Nc3ccc(C)cc3)c2C1=O	2%	1%	-21%	6	24%	-0.6	13%	-9	-0.4
O=C(CSc1nc2ncc(Br)cc2[nH]1)c1cccc([N+](=O)[O-])c1	-7%	5%	-17%	-4	-16%	-1.0	-6%	-8	-0.6
COc1ccc(CN2CCN(Cc3c[nH]c4ccccc34)CC2CCO)cc1C (configuration not stated)	2%	2%	-1%	-3	-10%	-0.2	-9%	5	3.9
CC(C)NC(=O)CN1C(=O)c2cccc3cccc1c23	-4%	12%	-11%	-3	11%	-0.1	9%	0	0.2
CC(CN1CCOCC1)OC(=O)Cc1ccc(Cl)cc1 (configuration not stated)	-11%	2%	-10%	-3	23%[57.1 µM]	-0.4	1%[57.1 µM]	2	0.6
CCOC(=O)c1c(NC(=O)C(C)S(=O)(=O)c2cn(CC)c3ccccc23)sc2c1CCCC2 (configuration not stated)	56%[activator]	0%	-24%	11	7%[57.1 µM]	-0.2	7%[57.1 µM]	5	-0.3
CN(C)CCCNC(=O)c1cc(C(=O)Cc2ccc(Cl)cc2)c[nH]1	2%	16%	-19%	10	16%	-1.0	1%	5	1.0
CC(C)Cc1cc(CNC(=O)C2CCC(=O)N(Cc3cccc(C(F)(F)F)c3)C2)on1 (configuration not stated)	-7%	7%	0%	-5	-7%	-1.2	-2%	-5	0.0
COc1ccc2nc(NC(=S)NC(=O)c3ccco3)sc2c1	3%	-5%	-15%	-8	10%	-0.1	-5%	3	0.1
O=C(O)C1C2C=CC(C2)C1C(=O)NCc1cccs1 (configuration not stated)	0%	1%	-8%	·	19%[57.1 µM]	·	6%[57.1 µM]	-5	0.2
O=C1C2CCCCN2C(=O)N1CCN1CCN(c2cccc(Cl)c2)CC1 (configuration not stated)	-5%	5%	-2%	·	14%	·	3%	·	·
CCOC(=O)c1ccc2nc(Nc3nc4ccc(F)cc4s3)sc2c1	7%	-1%	5%	5	13%	-0.5	20%	1	0.0
CCOc1ccc(NC(=O)c2ccc(-n3cccn3)nc2)cc1	-6%	6%	-9%	-2	21%[11.4 µM]	1.5	14%	-4	0.7

Looked up by compound from the list above, 5 records:
SMILES	Pin1 inh	mIDH1 inhibitor	USP1-UAF1 inh	D2 antag	rTrxR1 inhibitor	D2 agonist	TrxR1 substrate	TRHR PAM	TRHR agonist
O=C1C2CCCCN2C(=O)N1CCN1CCN(c2cccc(Cl)c2)CC1 (configuration not stated)	-5%	5%	-2%	·	14%	·	3%	·	·
CCOc1ccc(NC(=O)c2ccc(-n3cccn3)nc2)cc1	-6%	6%	-9%	-2	21%[11.4 µM]	1.5	14%	-4	0.7
O=C(O)C1C2C=CC(C2)C1C(=O)NCc1cccs1 (configuration not stated)	0%	1%	-8%	·	19%[57.1 µM]	·	6%[57.1 µM]	-5	0.2
CCOC(=O)c1ccc2nc(Nc3nc4ccc(F)cc4s3)sc2c1	7%	-1%	5%	5	13%	-0.5	20%	1	0.0
CC(C)Cc1cc(CNC(=O)C2CCC(=O)N(Cc3cccc(C(F)(F)F)c3)C2)on1 (configuration not stated)	-7%	7%	0%	-5	-7%	-1.2	-2%	-5	0.0
